HIF-2a block: blocks HIF-2a reporter activity | inhibition, % at 18.8 µM | 786-0 RCC cells HIF-2a reporter, luciferase luminescence, overnight | hit rate 0.72% among 360,000 | AID 624352;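 active = inhibition of the luminescence signal of 40% or more relative to plate controls, in a single-dose primary screen at 18.75 µM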
CaV13 FRET inh: Disruptors of the CACNA1D IQ motif to Ca2+-dependent inactivation inhibitor domain association, primary screening, Förster resonance energy transfer in intact living …; HEK cells, CFP/YFP FRET ICDI-IQ, plate reader, 10 min; percent FRET-ratio fall versus neutral wells; inhibition, % at 12.3 µM; hit rate 0.098% among 340,000;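 active = mean replicate inhibition of at least 30% and at least 1% of replicates passing that level; inconclusive = only one of the two criteria is met; inactive = neither criterion is met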;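 note: 0% = median of the neutral control wells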
PDI turbidity: inhibitors of human protein disulfide isomerase; inhibition, % at 10 µM; PDI insulin aggregation turbidity, A650, 90 min; hit rate 0.052% among 350,000;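 active = mean inhibition across replicates of 30% or more, whatever share of single replicates reach that level; inconclusive = mean inhibition below 30% while every single replicate reaches 30%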;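 note: absorbance from insulin aggregation driven by PDI reduction with DTT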
Target sequence (P07237 whole entry, looked up): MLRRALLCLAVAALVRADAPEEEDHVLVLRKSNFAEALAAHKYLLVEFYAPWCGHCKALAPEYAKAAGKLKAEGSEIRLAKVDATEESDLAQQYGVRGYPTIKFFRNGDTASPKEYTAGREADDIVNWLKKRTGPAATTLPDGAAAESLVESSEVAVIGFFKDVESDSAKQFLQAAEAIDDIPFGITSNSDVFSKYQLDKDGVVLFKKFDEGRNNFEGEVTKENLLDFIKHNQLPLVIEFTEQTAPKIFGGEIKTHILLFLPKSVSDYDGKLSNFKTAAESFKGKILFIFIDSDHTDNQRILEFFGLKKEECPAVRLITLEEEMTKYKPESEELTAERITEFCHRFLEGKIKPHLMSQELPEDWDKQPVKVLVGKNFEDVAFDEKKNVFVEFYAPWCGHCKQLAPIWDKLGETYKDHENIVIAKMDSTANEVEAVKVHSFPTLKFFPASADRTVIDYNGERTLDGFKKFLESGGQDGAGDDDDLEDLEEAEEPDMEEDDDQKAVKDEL
NR2E3 ag-1: agonists of human nuclear receptor NR2E3; GST-NR2E3/biotin-RetCOR TR-FRET, 1536-well; hit rate 0.12% among 320,000; Q9Y5X4; inhibition of corepressor binding, % at 4.78 µM; AID 2300;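 active = percent inhibition above the cutoff of mean plus 3 SD of all tested compounds, set per screening campaign, cut at about 20% in these data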;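 note: 0% = DMSO wells and 100% = biotin wells as full block of FRET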
Target sequence (Q9Y5X4 whole entry, looked up): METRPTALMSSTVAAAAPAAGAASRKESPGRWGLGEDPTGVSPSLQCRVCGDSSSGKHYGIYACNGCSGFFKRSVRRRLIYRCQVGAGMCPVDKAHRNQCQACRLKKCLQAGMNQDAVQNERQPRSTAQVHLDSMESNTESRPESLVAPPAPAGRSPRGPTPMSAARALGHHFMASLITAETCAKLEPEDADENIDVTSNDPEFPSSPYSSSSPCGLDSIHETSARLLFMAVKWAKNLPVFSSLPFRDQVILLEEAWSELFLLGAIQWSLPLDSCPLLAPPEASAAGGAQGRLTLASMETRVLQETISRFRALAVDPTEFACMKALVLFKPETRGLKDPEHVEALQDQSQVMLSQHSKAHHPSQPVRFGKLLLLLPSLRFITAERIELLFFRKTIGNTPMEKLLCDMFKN
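Test system – NR2E3–RetCOR corepressor complex · Quantity – NR2E3 fusion 1.35 nM · Buffer or medium – Tris pH 7.5 · Incubation – Compound–protein incubation for 5 h at 4 °C · Technique – TR-FRET, Eu(K)-anti-GST donor, streptavidin-D2 acceptor, ex 340, em 617/671 nm · Evaluation – percent inhibition of 671/617 nm emission ratio versus biotin and DMSO controls · Plate – 1536-well format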
MITF TRPM1 inh: inhibitors of MITF-driven TRPM1 promoter in melanoma cells; SK-MEL-5 TRPM1 promoter luciferase, 24 h; inhibition, % at 12.5 µM; hit rate 0.83% among 330,000;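 active = mean inhibition across replicates of 60% or more, whatever share of single replicates reaches that level; inconclusive = some that reach 60%, reason not given; inactive = mean inhibition across replicates below 60%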; note: values of inactives mirror those of a sister screen read the other way
KKLEB cytotox: CF airway cell cytotoxicity counter-screen; KKLEB CF airway cells viability, ATPlite luminescence, overnight; stronger effect = lower value; cells stimulated with P. aeruginosa culture filtrate; activity change (cytotoxicity), % at 5 µM; hit rate 0.36% among 360,000; AID 602141;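 active = corrected activity change at or below -50% at 5 µM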
Vif inh: HIV Vif inhibition; hit rate 0.35% among 340,000; inhibition, % at 7.49 µM; AID 602346; HEK293T cells, Vif self-association by quenched fluorescence, imaging, 24 h; in the data active = inhibition above about 50%, passing the limit was not always enough; inconclusive = no clear call, values can overlap the other calls; inactive = below about 31%; note: some results filed as inactive read as strong as hits
Shn3 inh set2: reduces Shn3 3'UTR luciferase signal in osteoblasts. Clone20 osteoblast Shn3 3'UTR firefly luciferase, 24 h. inhibition, % at 12.5 µM. hit rate 0.52% among 360,000. AID 588674;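 active = mean inhibition of at least 75% with every replicate also reaching 75%; inconclusive = mean inhibition at least 75% but some replicate below; inactive = mean inhibition below 75%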;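 note: 0% = median of neutral control wells and 100% = pilot-screen positive control compound; some compounds past the cut are filed as inactive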
CF NFkB inh: blocks PAF-induced NF-kB reporter in cystic fibrosis cells. inhibition, % at 5 µM. KKLEB NF-kB-GFP reporter, GFP fluorescence overnight. AID 588850. hit rate 0.86% among 360,000;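 active = at least 50% inhibition at 5 µM, scaled per plate between neutral and stimulator controls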;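 note: PAF is a Pseudomonas aeruginosa culture filtrate used as stimulus; plate controls were PAF-stimulated DMSO wells for no effect and unstimulated DMSO wells for full effect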
Peg3 prom inh: reduces Peg3 promoter-driven luciferase expression in HeLa | HeLa PEG-Prom luciferase reporter, luminescence, overnight | inhibition, % at 20 µM | hit rate 1.7% among 360,000 | AID 588405;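 active = inhibition of at least 50% at 20 µM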
NR2E3 ag-2: agonists of human NR2E3 nuclear receptor; AID 602229; Q9Y5X4; hit rate 0.35% among 360,000; CHO-S Gal4-NCOR/VP16-NR2E3 two-hybrid, luciferase; inhibition of corepressor binding, % at 3.98 µM;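 active = inhibition above the mean of all tested compounds plus 3 SD, cut at about 70% in these data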;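 note: 0% = DMSO with NR2E3 transfected cells and 100% = cells lacking NR2E3 construct; higher means lower luciferase signal from less NR2E3 corepressor binding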
Active calls of the source: *; ? = inconclusive; . = no result given.

compound	HIF-2a block	CaV13 FRET inh	PDI turbidity	NR2E3 ag-1	MITF TRPM1 inh	KKLEB cytotox	Vif inh	Shn3 inh set2	CF NFkB inh	Peg3 prom inh	NR2E3 ag-2
COc1cc(CNCCC2CCOC(C)(C)C2)ccc1O (configuration not stated)	13	-1	-17	-4	7	3	.	.	1	12	3
O=C(CN1C(=O)NC(Cc2c[nH]c3ccccc23)C1=O)NC1CC1 (configuration not stated)	3	3	-4	4	-4	-4	8	7	0	22	-13
COc1ccc(Cl)cc1C=CC=NNS(=O)(=O)c1ccc(C)cc1	18	-8	-2	.	-15	-2	-10	22	-6	-11	12
CC(=O)N1c2ccc(S(=O)(=O)NCCC(=O)NC3CCC(C)CC3)cc2CC1C (configuration not stated)	10	-13	-5	-4	1	22	-1	-13	-8	7	-14
CCOCCCNC(=O)CN1CCN(S(=O)(=O)c2ccc3c(c2)CCC3)CC1	-3	-6	5	0	1	3	0	1	14	12	-1
CCCNC(=O)C1CCN(S(=O)(=O)c2c(C)noc2/C=C\c2ccc(OC)cc2)CC1	3	-6	.	0	.	8	13	20	-15	4	-17
CCN(CC(=O)Nc1ccccc1C(F)(F)F)C(=O)c1cccc(N2C(=O)CCC2=O)c1	0	-6	-6	-1	-7	-4	-10	-17	14	-25	-12
COc1ccc2nc(NC(=O)CC3Oc4ccccc4NC3=O)sc2c1 (configuration not stated)	-29	-3	-11	-3	0	-7	9	-11	-16	-18	-25
O=C(O)CSc1nnc(CNc2ccc(F)cc2)n1-c1ccccc1	17	-6	5	-2	5	-11	-6	0	9	12	12
c1ccc(CN2OCC3Cn4c(nc5ccccc54)C32)cc1 (configuration not stated)	-5	-6	-6	6	4	6	-3	3	-10	-6	-5
O=C1CCC(C(=O)Nc2ccccc2N2CCCC2)=NN1	-4	-12	10	-2	14	-8	.	59	1	2	-47
CCn1ncc(/C=N\NC(=O)COc2cc(C)cc(C)c2)c1C	5	-5	-11	-2	7	-16	-3	-3	6	30	-18
O=S(=O)(N/N=C\c1c(F)cccc1Cl)c1ccc(Cl)cc1	20	.	-8	0	8	12	-6	-9	-14	4	-13
CC(=O)Nc1ccc(NC(C)=O)c(NC2OCC(O)C(O)C2O)c1 (configuration not stated)	6	-16	-4	0	-11	4	0	8	18	4	-12
COc1ccccc1CNC(=O)C1CCCN(S(C)(=O)=O)C1 (configuration not stated)	10	-9	0	-2	6	10	-1	-16	5	-2	-2
O=C(COC(=O)c1ccccn1)NCc1ccccc1Cl	10	-5	11	-2	0	9	6	-70	6	11	1
CCCS(=O)(=O)c1c(S(=O)(=O)CCC)c2c(N)cccn2c1C(=O)c1ccc(F)cc1	20	-1	11	3	2	-3	-7	24	5	8	3
Cc1noc(C)c1S(=O)(=O)N1CCC(C(=O)N2CCN(C(=O)c3ccco3)CC2)CC1	8	-2	-4	5	7	2	-6	12	-10	14	-18
CCN(CC)S(=O)(=O)c1ccc(N2CCN(S(=O)(=O)c3ccc4c(c3)OCCO4)CC2)nc1	15	.	3	0	13	-7	-4	58	13	36	14
O=C(Cc1ccc(NC(=O)C2CCN(C(=O)c3ccccc3)CC2)cc1)Nc1ccc(C(=O)N2CCOCC2)cc1	3	-9	-3	.	-7	9	-6	-11	-22	-5	-3
CCOC(=O)C1=C(COC(=O)C(C)(C)Oc2ccc(Cl)cc2)NC(=O)NC1C (configuration not stated)	2	3	-7	-1	-3	-8	-3	16	9	17	-3
COc1ccc(-c2cn3c(C)c(C(=O)N4CCc5ccccc5C4)sc3n2)cc1	-20	.	.	4	.	-11	4	10	16	17	-13
Cc1c(NC(=S)NC(=O)CCc2ccccc2)c(=O)n(-c2ccccc2)n1C	11	-8	3	-1	3	11	0	18	5	7	0
CC(C)c1ccc(CSc2ccc(S(=O)(=O)N3CCOCC3)cn2)cc1	12	-3	-3	2	3	-5	-4	18	14	15	18
CCC1CCCCN1CCCNC(=O)c1ccc2c(=O)n(Cc3ccc(OC)cc3)c(=O)[nH]c2c1 (configuration not stated)	22	-5	-2	-4	-10	-16	1	10	12	4	-17

(next part)
compound	HIF-2a block	CaV13 FRET inh	PDI turbidity	NR2E3 ag-1	MITF TRPM1 inh	KKLEB cytotox	Vif inh	Shn3 inh set2	CF NFkB inh	Peg3 prom inh	NR2E3 ag-2
O=C(NC(=S)NNC(=O)c1ccccc1F)c1cccnc1	6	-4	-4	1	.	-5	-3	2	10	3	-12
N/C(=N\OC(=O)c1ccco1)c1cccnc1	-109	-2	7	4	-31	4	2	-28	-10	-32	-33
Cc1ccc(NC2CCCN(C(=O)CCC(=O)c3ccccc3)C2)cc1C (configuration not stated)	-41	-14	-1	.	-1	-7	1	-2	-28	6	-9
COC(=O)C1=C/CCCN(C(c2ccccc2)c2ccccc2)/C=C\1C(=O)OC	6	-6	-22	.	.	1	1	5	3	14	-2
COc1ccc(/C=N/NC(=O)C2c3ccccc3-c3ccccc32)cc1	10	-19	-2	0	18	-19	0	-12	5	35	-12
O=C(CCN1CCc2ccccc2C1)Nc1ccc(F)c(F)c1	10	-2	2	-4	9	-8	-9	1	-1	7	-17
CCCn1c(SCC(=O)NCc2ccc(Cl)cc2)n[nH]c1=O	7	-3	-1	-5	6	7	-3	4	-1	0	1
CC(=O)Nc1ccc(Oc2ccccc2)cc1	-19	-2	2	1	-15	3	-2	-1	10	-4	-10
CC(=O)NCCCc1nc2ccccc2n1Cc1ccccc1C	12	-5	9	-3	3	0	2	-9	12	12	7
O=C(CCN1C(=O)C2C3C=CC(C4CC34)C2C1=O)Oc1ccccc1 (configuration not stated)	27	-19	?	0	-2	9	4	-9	1	8	5
COc1ccc(C(=O)COC(=O)[C@@H](NS(=O)(=O)c2ccccc2)C(C)C)cc1	-7	-6	9	.	-6	25	-10	16	-8	4	-6
CCn1c2c(c(=N)c3c1CCC3)CCCC2	6	-16	-13	2	.	2	-2	-38	8	16	-18
O=C(Nc1oc2ccccc2c(=O)c1-c1ccc(Br)cc1)c1ccco1	-37	-7	-3	2	2	-7	-9	2	-1	-40	5
C[C@H](CO)N1C[C@H](C)[C@H](CN(C)S(=O)(=O)c2cccc(F)c2)Oc2ncc(-c3cccc(C(=O)N(C)C)c3)cc2C1=O	-4	-8	11	.	.	-8	-1	-6	2	-4	0
COc1cc(CC(NC(C)=O)C(=O)NC2CCN(c3c(Cc4ccccc4)c(C)nc4ncnn34)CC2)cc(OC)c1 (configuration not stated)	22	-5	3	0	4	-6	9	-12	-2	13	9
CC(=O)c1ccc(OC(=O)c2nc(-c3ccccc3)oc2C)cc1	11	-5	-3	-1	10	5	-3	10	-4	4	-16
Cc1nc2c(cc1NC(=O)c1ccccc1)nc(C)n2Cc1ccccc1	9	-5	5	4	-10	-4	0	16	-12	3	-27
O=C(NC1CCCCC1)C(c1cccs1)N(C(=O)Cc1c[nH]c2ccccc12)c1ccc(F)cc1 (configuration not stated)	6	-5	8	2	18	14	-11	7	9	85*	-3
c1ccc(Oc2nc(-c3cccnc3)nc3ccccc23)cc1	23	-4	10	0	8	-11	-2	11	8	15	12
Cc1cc(C)c(NC(=O)c2cccc3c2C(=O)N(C2CCCCC2)C3)c(C)c1	15	.	-5	-1	13	1	2	44	6	56*	-1
O=C(CSc1nnc(-c2ccncc2)o1)NCc1ccccc1Cl	-1	-3	-2	-2	-11	7	10	23	-20	1	9
CCOC(=O)[C@@H]1[C@H]2COc3cc(OC)ccc3[C@@H]2N2C(=O)N(c3ccccc3)C(=O)[C@@]12C	15	-5	7	.	5	11	4	-2	-7	0	5
COc1cc(C)nc(-c2csc(C)n2)n1	11	-4	3	2	-1	2	13	-10	-9	-3	17
Nc1ccccc1OCP(=O)(c1ccccc1)c1ccccc1	16	-2	2	5	-3	1	10	-36	4	4	14
Nc1c(Br)cc(Br)c(N2CCCC2=O)c1Br	18	-7	4	5	4	-1	-10	15	10	25	-7

The results go on.
compound	HIF-2a block	CaV13 FRET inh	PDI turbidity	NR2E3 ag-1	MITF TRPM1 inh	KKLEB cytotox	Vif inh	Shn3 inh set2	CF NFkB inh	Peg3 prom inh	NR2E3 ag-2
CC(=O)Nc1ccc(S(=O)(=O)N2C3CCCC2CC(NC(=O)C2CCCCC2)C3)cc1 (configuration not stated)	21	-4	-5	3	3	-21	-1	16	-15	13	-15
O=[N+]([O-])c1cccc(OCCN2CCC(Cc3ccccc3)CC2)c1	9	-4	11	.	1	8	-1	5	9	22	7
N#CC(c1ccc(Cl)cc1)(c1ncc(C(F)(F)F)cc1Cl)N1CCOCC1 (configuration not stated)	6	-4	7	-4	-20	2	.	2	6	22	-6
COC(=O)C1C(O)=C(C=NCC(C)N=CC2=C(O)C(C(=O)OC)C(C)(C)CC2=O)C(=O)CC1(C)C (configuration not stated)	3	.	-4	2	3	-4	2	-8	-4	-7	-5
COC(=O)C1=CN(C)C=C(C(=O)OC)C1c1ccsc1	1	.	7	.	-2	1	-1	8	-2	-14	-27
O=C(c1ccc(Cl)cc1)N1CCN(c2ccnc3cc(Cl)ccc23)CC1	36	-6	-4	.	11	-9	-10	66	19	22	32
Cc1ccc(C(=O)NC(=S)Nc2ccccc2C(F)(F)F)cc1	-170	-6	6	3	0	0	4	-5	4	-92	-76
COc1cccc(-n2nnnc2SCC(=O)NC2CCCCC2)c1	-3	-2	-14	4	2	-8	1	-5	6	0	-10
COc1cccc(/C=C/C2=CC(C)(C)NC(=S)N2)c1	-82	-3	1	2	2	1	4	-3	3	-49	-53
COc1ccc(-n2nnnc2-c2cccnc2)cc1	24	-6	5	4	4	14	.	-14	-6	10	-7
CCOCCCNC(=O)c1ccc(Cn2c(=O)[nH]c3ccsc3c2=O)cc1	15	-14	-3	-2	4	-1	4	3	4	7	-20
COc1ccccc1NS(=O)(=O)c1cccc(C(=O)NCC(C)(C)N2CCOCC2)c1	4	.	2	2	1	-14	0	-5	7	-3	-17
Cc1ccccc1NC(=O)OCCN1CCN(Cc2ccccc2)CCC1=O	6	-10	-7	-3	12	14	-3	-15	-13	3	-13
CCN(C(=O)COC(=O)c1ccccc1Cc1ccccc1)C1CCS(=O)(=O)C1 (configuration not stated)	0	-6	-3	2	11	0	6	0	24	22	3
O=C(Nc1nc(-c2ccc(S(=O)(=O)N3CCCC3)cc2)cs1)c1cccs1	-10	-1	2	-1	28	-2	-34	22	1	19	-30
COCCNC(=O)CN(C(=O)CCC(=O)Nc1ccccn1)c1ccccc1F	8	-5	11	2	-8	-10	1	10	2	7	-3
